BLM inh: qHTS Assay for Inhibitors of Bloom's syndrome helicase (BLM) | RecQ-like DNA helicase BLM (Homo sapiens), P54132 | recombinant BLM DNA unwinding, fluorescence dequenching | Potency, µM (top dose mostly 56.1 µM), without a hit: top-dose activity change, negative = inhibition, most hits filed as inhibitors | 350,000 tested, 0.2% active | AID 2528, 2010;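 also: plate controls were vehicle for no effect and no enzyme for full effect; nearly all actives have a fitted effect of over 35% in size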
Pol iota inh: qHTS for Inhibitors of Polymerase Iota | DNA polymerase iota (Homo sapiens), Q9UNA4 | Pol iota fluorescent replication assay, 10 min | Potency, µM (series often up to 115 µM), for inactives: at the top dose activity, negative = inhibition, actives largely listed as inhibitors | 390,000 tested, 1% active | AID 588590, 2011
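Fluorescent replication assay read twice, at 0 min and 10 min after adding 50 nM (final) substrate. Enzyme (10 nM) and compounds were first incubated 15 min at room temperature; enzyme-free buffer wells were negative controls.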
G9a inh: qHTS Assay for Inhibitors of Histone Lysine Methyltransferase G9a; Histone-lysine N-methyltransferase EHMT2 (Homo sapiens), Q96KQ7; G9a H3K9 monomethylation, AlphaScreen, 2 h; Potency, µM (series often up to 102 µM), inactives show at the top dose activity, negative = inhibition, actives largely listed as inhibitors; 350,000 tested, 8.8% active; also: % is scaled to controls: 0 for no effect and ±100 for the full control effect; nearly all actives have a fitted effect of over 75% in size
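AlphaScreen read-out: biotin-H3K9 peptide (500 nM) methylation by 20 nM enzyme with 20 uM SAM, 2 h at room temperature after 15 min compound preincubation; anti-monomethyl H3K9 antibody plus donor/acceptor beads, 10 min dark.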
BAZ2B inh: qHTS Assay for Inhibitors of BAZ2B. Bromodomain adjacent to zinc finger domain protein 2B (Homo sapiens), Q9UIF8. AlphaScreen BAZ2B-H3K14Ac peptide displacement. Potency, µM (series often up to 114 µM), for inactives: top-dose activity change, negative = inhibition, actives largely listed as inhibitors. 360,000 tested, 4.4% active. AID 504333, 2011; also: % is scaled to controls: 0 for no effect and ±100 for the full control effect; nearly all actives have a fitted effect of over 60% in size
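Protein-peptide AlphaScreen: BAZ2B 50 nM, b-H3K14Ac 50 nM, 1x PBS pH 7.4 + 0.01% Tween-20. Preincubation 30 min RT; cpd 30 min RT (top 110 uM); beads 20 min RT, light-protected.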
Pol beta inh: qHTS Assay for Inhibitors of DNA Polymerase Beta; Pol beta primer extension/strand displacement, fluorescence kinetic; Potency, µM (series often up to 114 µM), without a hit: top-dose activity change, negative = inhibition, actives largely listed as inhibitors; 340,000 tested, 1.3% active; AID 485314, 2010; also: % is scaled to controls: 0 for no effect and ±100 for the full control effect
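Enzyme-only controls used 10 nM Pol beta; buffer lacking enzyme served as negative control. Compound preincubated 15 min, then 50 nM substrate added; 0 and 10 min reads at room temperature.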
APEX1 inh: qHTS Assay for Inhibitors of the Human Apurinic/apyrimidinic Endonuclease 1 (APE1) | recombinant APE1, TAMRA/BHQ-2 abasic DNA cleavage fluorescence | Potency, µM (highest dose often 65.8 µM), for inactives: top-dose activity change, negative = inhibition, most hits filed as inhibitors | AID 2517, 2012 | DNA repair nuclease/redox regulator APEX1 (Homo sapiens), P27695 | 350,000 tested, 0.35% active;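 also: plate controls were vehicle for no effect and reference inhibitor for full effect; nearly all actives have a fitted effect of over 55% in size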
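Readout is kinetic fluorescence (ex 525, em 598 nm) from cleavage of 50 nM TAMRA/BHQ-2 THF abasic duplex by 0.75 nM APE1, compound added 15 min beforehand at RT.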
JMJD2A Tudor: qHTS Assay for Inhibitors of JMJD2A-Tudor Domain. Lysine-specific demethylase 4A (Homo sapiens), O75164. AlphaScreen JMJD2A-Tudor / H3K4me3 peptide binding. Potency, µM (titrated, usually from 114 µM), inactives show at the highest dose activity change, negative = inhibition, most hits filed as inhibitors. 390,000 tested, 4.4% active; also: % is scaled to controls: 0 for no effect and ±100 for the full control effect; nearly all actives have a fitted effect of over 50% in size
POLK inh: qHTS for Inhibitors of Polymerase Kappa | purified Pol kappa, fluorescent DNA synthesis assay, 10 min | Potency, µM (top dose mostly 107 µM), for inactives: at the highest dose activity, negative = inhibition, most hits filed as inhibitors | 400,000 tested, 0.53% active; also: % is scaled to controls: 0 for no effect and ±100 for the full control effect
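Here, compound and 10 nM enzyme are combined for 15 min at room temperature; adding 50 nM substrate (final) starts DNA synthesis, tracked by fluorescence at 0 and 10 min against buffer-only wells.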
Pol eta inh: qHTS for Inhibitors of Polymerase Eta; DNA polymerase eta (Homo sapiens), Q9Y253; recombinant Pol eta, fluorescent DNA replication assay; Potency, µM (series often up to 114 µM), without a hit: at the top dose activity change, negative = inhibition, hits mostly inhibitors; 390,000 tested, 1.2% active; AID 588591, 2011; also: % is scaled to controls: 0 for no effect and ±100 for the full control effect
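Pol eta at 10 nM preincubated with compounds 15 min at room temperature; reaction started with fluorescent substrate (50 nM final) and read kinetically at 0 and 10 min.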
* marks the source's active call; other numbers are inactive results; u = inconclusive; x = no result given; [ ] = remark or other dose. Calls follow the shape of the dose curve; as a rule, active = well fitted curve in the direction sought with a large enough effect; inconclusive = small, poorly fitted or top-dose-only effect, or another doubt; inactive = no such curve, though single readings can be large; an effect the other way counts as inactive or inconclusive. Potency is read from the fitted curve at half-maximal effect. These rows are one share of the data. The share of hits here may be higher or lower than overall.

BLM inh | Pol iota inh | G9a inh | BAZ2B inh | Pol beta inh | APEX1 inh | JMJD2A Tudor | POLK inh | Pol eta inh | smiles
-5% | 23% | 2%[59 µM] | 6% | -6% | -7% | -12% | -8% | -18% | Cc1cc(C)n(CCc2nc(-c3ccc(-c4ccccc4)cc3)cs2)n1
-15% | 1% | u | -7% | 16% | 9% | u | 3% | -10% | CC(=O)Nc1ccn(-c2ccccc2)n1
3% | 32%[activator] | 10% | -5% | 28% | -3% | -10% | -6% | -15% | COC(=O)C1=C(C)NC(=S)NC1c1ccc(OCC(=O)N2CCCCC2)c(OC)c1 (stereo unspecified)
-2% | 14% | 45µM* | u | 2% | 10% | u | -10% | 0% | CN(C)S(=O)(=O)c1ccc(C(=O)NCc2ccc3[nH]c4c(c3c2)CCCC4)cc1
-4% | 22% | 71µM* | u | 25% | 12% | -12% | -3% | -19% | O=C(O)c1cccc(Nc2ccc([N+](=O)[O-])c3nonc23)c1
-9% | 7% | -7% | x | u | -6% | -12% | -20% | 4% | COc1ccc(NC(=O)Nc2nnc(-c3ccncc3)s2)cc1
-9% | 8% | 40µM* | 35µM* | u | -2% | 16µM* | -6% | u | CCOc1ccc(NC(=S)N(Cc2ccc(N(C)C)cc2)Cc2ccco2)cc1
-5% | 11% | 14%[12.7 µM] | -17% | -1% | 0% | -6% | -7% | 7% | O=C(NNC1CC(=O)N(c2ccc(Br)cc2)C1=O)c1cccs1 (stereo unspecified)
-1% | 29% | u | -3% | 84% | 3% | -14%[57.1 µM] | -8% | -8% | Fc1ccc(NCc2cccnc2)cc1
-8% | -7% | u | u | 24% | -1% | u | 2% | -13% | O=C1CC(=C(c2ccccc2)c2ccccc2)C(=O)N1CCCCN1CCN(c2cccc(Cl)c2)CC1
4% | 57%[activator] | 7%[59 µM] | 0% | 20% | 0% | 2% | -9% | 1% | C/C(=N\NC(=O)C1CC1)c1ccc(Cl)cc1
-6% | 2% | 7%[59 µM] | 2% | -7% | x | -18% | -7% | -11% | CCc1ccc(S(=O)(=O)c2cn(Cc3ccccc3)c3cc(N4CCCC4)c(F)cc3c2=O)cc1
3% | 25% | -9%[59 µM] | 3% | 3% | -3% | -15% | -3% | -11% | CCOc1ccc(OCC)c(NS(=O)(=O)c2ccc3c(c2)n(C)c(=O)c(=O)n3C)c1
-2% | -8%[58.9 µM] | -5%[59 µM] | 5% | u | -7% | -9% | 0% | 5% | CCOc1c2c(nc3ccc(Cl)cc13)CCC2
-2% | -3% | 5% | 3% | 30% | -1% | -10% | -22% | 1% | Cc1ccc2c(c1)N(CC(=O)NC1CCCc3ccccc31)C(=O)CO2 (stereo unspecified)
0% | 20% | x | -9% | 57% | 14% | 3% | -9% | -3% | COc1ccc(C2CC(c3cccs3)=NN2S(C)(=O)=O)cc1OC (stereo unspecified)
0% | -2% | 18%[59 µM] | -4% | 6% | 3% | -2% | -17% | -4% | CCCN(CCC)CC(=O)Nc1cccc2c1OCO2
-3% | u | -4%[12.7 µM] | 12% | 89µM* | 3% | -18% | -1% | 14% | CCN(CC)C(=O)CN(c1ccc2c(c1)OCO2)S(C)(=O)=O
-3% | 18% | 10%[59 µM] | u | 14% | -5% | u | -8% | -7% | Cc1c(C(=O)OCC(=O)Nc2ccc3c(c2)OCO3)cccc1[N+](=O)[O-]
-1% | 12% | 16% | 6% | 17% | 3% | -8% | 5% | 0% | COC(=O)C1=C(C(C)=O)C(c2ccc(C(=O)OC)cc2)n2nnnc2N1 (stereo unspecified)

The final 3 compounds of the section above come first, to join the parts.
BLM inh | Pol iota inh | G9a inh | BAZ2B inh | Pol beta inh | APEX1 inh | JMJD2A Tudor | POLK inh | Pol eta inh | smiles
-3% | u | -4%[12.7 µM] | 12% | 89µM* | 3% | -18% | -1% | 14% | CCN(CC)C(=O)CN(c1ccc2c(c1)OCO2)S(C)(=O)=O
-3% | 18% | 10%[59 µM] | u | 14% | -5% | u | -8% | -7% | Cc1c(C(=O)OCC(=O)Nc2ccc3c(c2)OCO3)cccc1[N+](=O)[O-]
-1% | 12% | 16% | 6% | 17% | 3% | -8% | 5% | 0% | COC(=O)C1=C(C(C)=O)C(c2ccc(C(=O)OC)cc2)n2nnnc2N1 (stereo unspecified)
-2% | -9% | x | 0% | 55% | 18% | -11% | 1% | -2% | Cc1ccc(S(=O)(=O)N2CCC(C(=O)O)CC2)cc1
x | 54%[activator] | 11%[2.33 µM] | -28% | x | 11% | -26% | -14% | -4% | COc1ccc2c3n([n+]([O-])c2c1)CCN=C3c1ccc(C)cc1
0% | 13% | 0%[59 µM] | -4% | 27% | 9% | 3% | 1% | -19% | C=CCNC(=O)c1ccc(-c2cccc([N+](=O)[O-])c2)o1
x | -27% | x | x | x | x | -33% | -13% | -11% | O=C1c2ccccc2C(=O)N1N(c1ccccc1)c1ccccc1
5% | 6% | u | u | 7% | 5% | 5% | -9% | -17% | CNC(=S)N(CCc1ccc(OC)c(OC)c1)Cc1cc2c(C)cc(C)cc2[nH]c1=O
-9% | -20% | 392%[activator] | 313%[activator] | 6% | 0% | 240%[activator] | -14% | -3% | COc1cnc(SCc2ccc(Cl)cc2Cl)nc1Cl
2% | 24% | -1%[59 µM] | 4% | 20% | 12% | -7% | -1% | -22% | CCN(CC)c1nc(N)c([N+](=O)[O-])c(NCCO)n1
x | 21% | -4% | -7% | x | -11% | -14% | -7% | -24% | Cc1csc2nc(O)c(C(=O)NC3CCCCC3)c(=O)n12
0% | 5% | 1% | 3% | -11% | -4% | -7% | 6% | -15% | CCOC(=O)CNC(=O)c1c(C)nn(C)c1Cl
-4% | 167%[activator] | -5% | -23% | -16% | -7% | -16% | -2% | -9% | Cc1c(NC(=O)CSc2nnnn2-c2ccc(F)cc2)c(=O)n(-c2ccccc2)n1C
-8% | -5% | -17%[2.33 µM] | 25% | 13% | -2% | 8%[11.4 µM] | -4% | -21% | O=C(Nc1ccc(Cl)cn1)c1cc(S(=O)(=O)N2CCCCC2)ccc1Cl
x | 0% | 4% | -3% | x | -17% | -19% | -3% | -24% | CCOc1ccc(CCNC(=O)COC(=O)/C=C/c2ccccc2OC)cc1OCC
-8% | 91%[activator] | 13% | -1% | 1% | -3% | -11% | -6% | -12% | C/C(=N\Nc1ccc([N+](=O)[O-])cc1)c1ccc(C#N)cc1
3% | 4% | -8% | 6% | 51% | -9% | 2% | 8% | -2% | COc1ccc(NC(=O)CC(Cc2ccc(Cl)cc2)C(=O)O)cc1 (stereo unspecified)
2% | 80%[activator] | u | -11% | -23% | -1% | -16% | -5% | -12% | O=C(NNC1CC(=O)N(c2ccc(Br)cc2)C1=O)c1ccco1 (stereo unspecified)
-3% | 22% | x | 1% | 23% | 7% | -10% | -1% | -14% | O=C(Nc1cccc(S(=O)(=O)N2CCCC2)c1)c1ccccc1OC(F)F
2% | -16% | 9%[59 µM] | -26% | 16% | x | -14% | -1% | -8% | COc1cc(CNCCSc2nnnn2C)ccc1OCc1ccccc1C
3% | -12% | 0%[59 µM] | -12% | -15% | 10% | 0% | -7% | 1% | ClCc1nnc(-c2ccccc2)o1
-12% | 31%[activator] | 64% | 50%[activator] | 4% | -22% | 44%[activator] | -14% | u | Cc1ccc(C)c(S(=O)(=O)NC(C)CCc2ccccc2)c1 (stereo unspecified)
-11% | 6% | 2%[59 µM] | 8% | -27% | -12% | -22% | -17% | -21% | CCOC(=O)c1cc(C(C)C)sc1NC(=O)COC(=O)CCS(=O)(=O)c1ccccc1
-20% | 29% | 93%[activator] | -1% | 0% | 10% | -10% | -12% | 4% | COc1ccc(-c2cnc3ccccc3n2)cc1NC(=O)CNC(=O)c1ccccc1
-3% | 10% | 35µM* | u | 16% | 23% | u | -4% | -13% | CCN(CC)c1ccc(CN(C(=O)c2cc(OC)c(OC)c(OC)c2)C2CCS(=O)(=O)C2)cc1 (stereo unspecified)
3% | 4% | -22%[59 µM] | -10% | 23% | x | -21% | -11% | -1% | CCOc1ccccc1CNC(=O)CCCn1c(=O)c2cccn2c2cccnc21
-2% | 13% | u | 5% | 0% | 5% | 2% | -1% | -11% | COc1ccccc1N1CCN(C(=O)CSc2nnc3n2C(C)(C)Cc2ccccc2-3)CC1
5% | 72%[activator] | 40µM* | 35µM* | 3% | 2% | u | -2% | -12% | CCOc1ccc(NC(=S)NCCCN2CCN(c3ccc(OC)cc3)CC2)cc1
0% | -5% | 2%[59 µM] | 4% | -25% | x | -1% | -3%[60.1 µM] | -3% | Cc1ccc(NC(=O)Cn2c(=O)ccc3cc(S(=O)(=O)N4CCCC4)ccc32)cc1N(C)C
2% | 6% | 13% | -13% | 4% | 8% | -1% | 6% | -8% | O=C(COc1ccc(NS(=O)(=O)c2ccc(F)cc2)cc1)N1CCOCC1
1% | 14% | -3%[59 µM] | 11% | 1% | 19% | -8% | -7% | -19% | CC(C)c1ccc(-c2nc3c([nH]2)c(=O)n(C)c(=O)n3C)cc1
-2% | 31%[activator] | x | -6% | 64% | 5% | -11% | -6% | -10% | COc1ccc(CCN(C)C2CCCN(C(=O)c3ccnn3C)C2)cc1OC (stereo unspecified)
-14% | -12% | -2%[59 µM] | -2% | 7% | x | 7% | 0% | u | Cc1cc(N2CCC(C)CC2)nc2ccc(NC(=O)CCC(=O)N3CCN(c4ccccc4F)CC3)cc12

Quoted at random: three records from the list, in no set order.
BLM inh | Pol iota inh | G9a inh | BAZ2B inh | Pol beta inh | APEX1 inh | JMJD2A Tudor | POLK inh | Pol eta inh | smiles
-15% | 1% | u | -7% | 16% | 9% | u | 3% | -10% | CC(=O)Nc1ccn(-c2ccccc2)n1
-11% | 6% | 2%[59 µM] | 8% | -27% | -12% | -22% | -17% | -21% | CCOC(=O)c1cc(C(C)C)sc1NC(=O)COC(=O)CCS(=O)(=O)c1ccccc1
-2% | -9% | x | 0% | 55% | 18% | -11% | 1% | -2% | Cc1ccc(S(=O)(=O)N2CCC(C(=O)O)CC2)cc1

Screens deposited in PubChem by National Center for Advancing Translational Sciences (NCATS).
